From PubChem
HT1080NT lethal: qHTS for induction of synthetic lethality in tumor cells producing 2HG: qHTS for the HT-1080-NT fibrosarcoma cell line; HT-1080-NT fibrosarcoma viability, CellTiter-Glo ATP luminescence, 48 h; AID 686970, 2013; actives 1.6% (n = 360,000); Potency, µM (titrated, usually from 46.1 µM), inactives show top-dose activity, negative = less viability, hits mostly cytotoxic;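 note: NT is the 2HG producing partner of a matched IDH1 knockdown line; potency is the fitted concentration of half-maximal effect; 0% = DMSO-treated cells and -100% = media-only wells without cells; nearly all actives have a fitted effect of over 55% in size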
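Viability of the 2HG-overproducing fibrosarcoma line after 48 hours of compound exposure at 37 degrees C was determined by luminescence with CellTiter-Glo, and concentration-effect curves were then fitted and categorized.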
S2 tox: Viability Counterscreen for Primary qHTS for Inhibitors of ATXN expression; S2 cells (HEK-293 line with an ATXN2-luciferase reporter) viability, CellTiter-Fluor protease fluorescence, 24 h; Potency, µM (titrated, usually from 56.7 µM), actives largely listed as cytotoxic; actives 0.49% (n = 400,000); AID 651635, 2014; note: potency is the fitted concentration of half-maximal effect; nearly all actives have a fitted effect of over 40% in size
SW480 rereplic: A quantitative high throughput screen for small molecules that induce DNA re-replication in SW480 colon adenocarcinoma cells; SW480 DNA re-replication, Hoechst DNA content imaging, 48 h; Potency, µM (doses to about 46.1 µM), without a hit: top-dose re-replication activation, most hits filed as activators; actives 1.8% (n = 340,000); note: potency is the fitted concentration of half-maximal effect; % of control where 0% means no effect; nearly all actives have a fitted effect of over 55% in size
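Treated cells incubate 48 hr (37 C, 5% CO2), are stained 40 min with Hoechst, and nuclear fluorescence is enumerated; a rise in nuclei with high DNA signal marks re-replication.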
KB-V1 cytotox: qHTS assay for MDR1-selective chemotherapeutics: Primary screen using the drug-selected MDR subline cells KB-V1; KB-V1 MDR cells viability, CellTiter-Glo, 72 h; Potency, µM (series often up to 46.1 µM), for the others: at the highest dose activity change, negative = cytotoxicity, usual class: cytotoxic; actives 3.4% (n = 400,000); AID 1347076, 2019; note: potency is the fitted concentration of half-maximal effect; % is set by controls: 0 for no effect and ±100 for the full control effect; nearly all actives have a fitted effect of over 60% in size
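Potencies derive from concentration-effect curves fitted to normalized luminescence (CellTiter-Glo) of KB-V1 cells treated for 72 h at 37 degrees C in phenol-red-free DMEM containing 10% FBS.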
IL1B secr inh: qHTS for Inhibitors of Inflammasome Signaling: IL-1-beta AlphaLISA Primary Screen; AID 743279, 2014; THP-1 LPS/ATP IL-1B secretion, AlphaLISA, 16 h; active compounds read low; activity change, % at 57.5 µM; actives 4.7% (n = 360,000); in the data active = activity change below about -50%; inconclusive = mostly about -30% to -49%; note: % is set by controls: 0 for no effect and ±100 for the full control effect
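THP-1 cells pretreated 1 hr with compounds (up to 57.5 uM final), then stimulated with LPS (250 ng/mL final) plus ATP (1.25 mM final); secreted IL-1B measured by AlphaLISA after 16 hr, decreased signal indicating inhibition.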
HT1080 IDH1KD tx: qHTS for induction of synthetic lethality in tumor cells producing 2HG: qHTS for the HT-1080-IDH1KD cell line | HT-1080 IDH1 knockdown viability, ATP luminescence, 48 h | Potency, µM (highest dose often 46.1 µM), inactives show at the highest dose activity, negative = toxicity, most hits filed as cytotoxic | actives 2% (n = 360,000);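 note: potency is the fitted concentration of half-maximal effect; 0% = DMSO wells and -100% = cell-free medium wells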
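After a 2 h attachment period, IDH1KD HT-1080 cells took pin-transferred compound for 48 h at 37 °C; ATP-based luminescence after 10 min room-temperature reagent incubation reported viability.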
MCF10A rerep: A quantitative high throughput screen for small molecules that induce DNA re-replication in MCF 10a normal breast cells; MCF 10A DNA re-replication, Hoechst nuclear intensity, 48 h; Potency, µM (doses to about 46.1 µM), for the others: at the highest dose activity, positive = re-replication, hits mostly activators; actives 2.9% (n = 350,000); AID 624296, 2012; note: potency is the fitted concentration of half-maximal effect; % of control where 0% means no effect; nearly all actives have a fitted effect of over 50% in size
ATXN2 expr inh: Primary qHTS for Inhibitors of ATXN expression. actives 0.72% (n = 360,000). Potency, µM (highest dose often 57 µM), inactives show top-dose activity change, negative = inhibition, actives largely listed as inhibitors. AID 1745845, 2022. HEK-293 ATXN2-luciferase reporter, luminescence, 24 h; note: potency is the fitted concentration of half-maximal effect; % is set by controls: 0 for no effect and ±100 for the full control effect; nearly all actives have a fitted effect of over 55% in size
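qHTS (up to 57 uM final) was run with 24 h compound exposure of reporter cells at 37 °C. Each well was multiplexed: SteadyGlo luminescence measured ATXN2-luciferase expression after a fluorogenic Gly-Phe-AFC viability readout (25 uM final).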
KB-3-1 cytotox: qHTS assay for MDR1-selective chemotherapeutics: Primary screen using the parental adenocarcinoma cell KB-3-1. AID 1347075, 2019. actives 1.4% (n = 400,000). KB-3-1 viability, CellTiter-Glo ATP luminescence, 72 h. Potency, µM (series often up to 46.1 µM), for the others: at the top dose activity change, negative = cytotoxic, usual class: cytotoxic; note: potency is the fitted concentration of half-maximal effect; % is set by controls: 0 for no effect and ±100 for the full control effect; nearly all actives have a fitted effect of over 60% in size
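Viability of parental KB-3-1 cells, measured by CellTiter-Glo luminescence, followed a 72 h incubation at 37 °C with pinned compounds in phenol-red-free DMEM containing 10% FBS.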
Starred values were filed as active, the others as inactive; i = inactive; ? = inconclusive; nt = no result given; [ ] = another dose, or the depositor's remark. Unless noted, calls come from the whole dose curve; as a rule, active = well fitted curve in the direction sought with a large enough effect; inconclusive = small, poorly fitted or top-dose-only effect, or another doubt; inactive = no such curve, though single readings can be large; an effect the other way counts as inactive or inconclusive.

SMILES | HT1080NT lethal | S2 tox | SW480 rereplic | KB-V1 cytotox | IL1B secr inh | HT1080 IDH1KD tx | MCF10A rerep | ATXN2 expr inh | KB-3-1 cytotox
COc1ccc(NS(=O)(=O)c2ccc(N3CCOCC3)c(NC(=O)/C=C/C(=O)O)c2)cc1 | 10% | i | 1% | -25% | 12 | 0% | -3% | 14% | 10%
N#Cc1ccc2[nH]c(CO)c(-c3ccccc3)c2c1 | -5% | i | -2% | 3% | 0 | -6% | 7% | -7% | -17%
CCC(=O)NC(=S)Nc1cccc(NC(=O)CC)c1 | 2% | i | -7% | 15% | 6 | -1% | 3% | -2% | 9%
O=C(Cn1nc(C(F)(F)F)c2c1CCCC2)NCc1ccco1 | 4% | i | 2% | 4% | 10 | 0% | -2% | 6% | -3%
COc1ccccc1N(C)S(=O)(=O)c1ccc(C(=O)OCC(=O)NCc2ccco2)cc1 | 15% | i | -3% | 19% | 24 | 6% | -1% | 0% | 1%
C[C@@H](NC(=O)C1(c2ccccc2)CCN(C(=O)OC(C)(C)C)CC1)C(=O)N[C@@H](Cc1ccccc1)C(=O)O | 5% | i | -6% | 18% | 10 | 4% | 28% | -2% | 0%
COc1ccccc1-n1c(CCC(=O)O)ccc1-c1ccccc1 | 13% | i | -10% | ? | 35 | 9% | 0% | 5% | 7%
CC1(C)Cc2c(cnn2-c2ccc(F)cc2)C(NC(=O)c2ccoc2)C1 (centres undefined) | 3% | i | -13% | 2% | 3 | 14% | 8% | 11% | -1%
O=C(NCC(=O)N(c1cccc(F)c1)C(C(=O)NC1CCCC1)c1cccnc1)c1cccs1 (centres undefined) | 4% | i | 0% | 17% | 19 | 8% | -2% | nt | 3%
COc1cccc(-c2cccc(NC(=O)C3CCN(CC4CCOC4)CC3)c2)c1 (centres undefined) | 4% | i | ? | 6% | 6 | 3% | 0% | 0% | 21%
Cc1cccc(NC(=O)CCC(=O)N2CCOCC2)n1 | 12% | i | 8% | -24% | 4 | 6% | -3% | nt | 5%
COc1ccc(/C=C(\NC(=O)c2ccc(OCC(C)C)cc2)C(=O)OCc2ccco2)cc1 | 19% | i | ? | -26% | -8 | 10% | 13% | -11% | -5%
COCc1nnc(NS(=O)(=O)c2ccc(Br)cc2)s1 | 9% | i | -5% | 6% | 36 | 3% | -14% | 0% | -2%
N#Cc1ccccc1S(=O)(=O)N1CCN(C(=O)Cc2n[nH]c(=O)c3ccccc23)CC1 | -14% | i | -9% | -8% | 21 | -11% | -27% | -2% | ?
O=C(CNCCc1ccc(Cl)cc1)Nc1ccc(C(=O)N2CCCCC2)cc1 | ? | i | -6% | 2% | -15 | ? | 7% | -27% | -11%
CC1CCN(C(=O)c2ncn3c2c(=O)[nH]c2ccccc23)CC1 | 10% | i | nt | ? | 2 | 8% | nt | -1% | 6%
CCC(CC)c1nnc(NC(=O)CS(=O)(=O)Cc2ccccc2)s1 | 0% | i | 1% | -1% | 40 | 6% | 2% | 2% | -16%
CC(=O)c1ccc(NC(=O)CCCN2C(=O)COc3ccc(C)cc32)cc1 | 0% | i | 2% | 1% | 4 | -6% | 16% | 4% | 3%
CNS(=O)(=O)c1ccc(NC(=O)c2cc(-c3ccncc3)nc3ccc(Cl)cc23)cc1 | -5% | i | -5% | 24% | 0 | -1% | 1% | 6% | -1%
COc1ccc(Oc2ccc(C(F)(F)F)cc2NC(=O)c2ccc(C)cc2)cc1 | 1% | i | 7% | -22% | -3 | 1% | 6% | nt | 0%
Cc1ccc(NCCC(=O)c2cccc([N+](=O)[O-])c2)c(C)c1 | ? | i | ? | 2% | -16 | ? | ? | 34% | 24%
O=C(Nc1ccc(F)c(Cl)c1)c1cc(C2CCCN(S(=O)(=O)c3cccs3)C2)on1 (centres undefined) | -20% | ? | nt | -1% | -26 | -26% | nt | -13% | -7%
Cc1nn(Cc2ccc(Cl)cc2Cl)c(C)c1NC(=O)CCl | ? | nt | 18% | 18µM* | -101* | ? | ? | ? | 15µM*
COC(=O)CN1C(=S)N(c2ccc(F)cc2)C(=O)C1CC(=O)Nc1ccccc1 (centres undefined) | -8% | i | 0% | -9% | -10 | -12% | -2% | -10% | -11%
COc1ccc(CN2CCN(Cc3nc4ccccc4s3)CC2CCO)c(C)c1C (centres undefined) | ? | i | 8% | 0% | ? | ? | ? | ? | ?
Cc1ccc(NC(=O)c2ncn[nH]2)cc1 | 3% | i | -5% | 4% | 13 | 1% | 1% | -3%[11.3 µM] | 0%
COc1ccc2cc(/C(C)=N/NC(=O)c3cc(-c4cccnc4)nc4ccccc34)ccc2c1 | 0% | i | -2% | -4% | 22 | -2% | 0% | 4% | 0%
Nc1cc(C(=O)OCC(=O)NNC(=O)c2ccccc2)ccc1Cl | 1% | i | 3% | 0% | -3 | 27% | -1% | 4% | -5%
COc1ccc(-c2csc(NC(=O)C3CSC4(C)CCC(=O)N34)n2)cc1 (centres undefined) | 10% | i | ? | 6% | 11 | 5% | 3% | 10% | 6%
Cn1cc(CNC(=O)/C=C/c2ccc(Cl)cc2)cn1 | -7% | i | -5% | 3% | 19 | -16% | 37% | 3% | -3%
CCCOc1ccc(C2NC(=O)NC2=O)cc1 (centres undefined) | 10% | i | -1% | 1% | 27 | 15% | -4% | -2% | 8%
Cc1cc(Nc2ccc(C)c(C)c2)c2ccccc2n1 | ? | ? | 2% | -1% | nt | 16µM* | -11% | ? | -19%
Cc1ccc(C)c(NC(=O)c2cnc3n(c2=O)CCS3)c1 | 15% | i | ? | 0% | -10 | 20% | -1% | 21%[11.3 µM] | 7%
Cc1cccc(NC(=O)CS(=O)(=O)c2cn(C)c3ccccc23)c1 | 0% | i | 0% | -1% | 16 | 2% | 8% | -2% | 22%
Cc1nc2scc(-c3ccccc3)c2c(=O)n1/N=C/c1ccco1 | -5% | i | 3%[9.22 µM] | 0% | 0 | -10% | ? | -15% | -5%
Cc1ccc(Nc2c(-c3ccc(N4CCOCC4)cc3)nc3cccc(C)n23)cc1 | nt | i | nt | 26% | nt | nt | nt | 6% | 3%
CCOc1cc(NC(=S)NCC(C)C)c(OCC)cc1NC(=O)c1ccco1 | 2% | i | -11% | ? | -16 | -4% | 6% | -29% | 3%
CCOC(=O)CNC(=O)c1cccs1 | 17% | i | -2% | 16% | 7 | 9% | -2% | 11% | -4%
Cc1cc(-c2csc(NC(=O)c3ccc(C#N)cc3)n2)c(C)n1Cc1ccco1 | 6% | i | -5% | 22% | -14 | 8% | 0% | -20% | 12%
O=C(NCc1ccco1)/C(=C\c1cccs1)NC(=O)c1cccs1 | 25% | i | 1% | 1% | 6 | 16% | 2% | -14% | 11%
COc1cccc(-c2ncc3ccccc3c2COC(=O)c2cccc(Br)c2)c1 | -16% | i | -3% | -8% | -15 | -5% | ? | -20% | -25%
COc1ccc(NC(C)=O)cc1NC(=O)CSc1nnc(-c2ccc(F)cc2)n1N | -8% | i | -4% | 4% | -13 | ? | ? | -2% | -4%
Cc1nc(C)c(C(=O)N(c2ccccc2F)C(C(=O)NCC2CCCO2)c2ccccc2)s1 (centres undefined) | 15% | i | -2% | ? | -6 | 10% | 1% | -15% | 15%
Cc1cc(C(F)(F)F)nc(SCC(=O)Nc2ccccc2)n1 | 2% | i | -17% | ? | -14 | 9% | 1% | 3% | 6%
COC1C=CC=C(C)C(=O)NC2=CC(=O)C(N)=C(CC(C)CC(OC)C(O)C(C)C=C(C)C1OC(N)=O)C2=O (centres undefined) | ? | ? | 0.23µM* | -16% | -92* | 0.041µM* | 64% | 0.24µM* | -21%
Cc1cc(C(=O)CSc2nnc(-c3ccco3)o2)c(C)n1C | -19% | i | ? | ? | -12 | -23% | 21% | 9% | -6%
O=C(NCc1ccccc1Cl)c1ccc2c(c1)N(Cc1ccccc1)CCS2 | nt | i | nt | -16% | nt | nt | nt | 6% | ?
CCCc1cc(=O)oc2c(C)c(OCC(=O)N3CCC[C@@H]3C(=O)O)ccc12 | -5% | i | -5% | 0% | 10 | 2% | 9% | -6% | 0%
O=C(O)COc1ccc(/C=N/NC(=O)COc2nsnc2N2CCOCC2)cc1 | 28% | i | -1% | 5% | -10 | 27% | -5% | 4% | 6%
COc1ccc(NS(=O)(=O)c2ccc(NC(=S)NC(=O)c3cccc(F)c3)cc2)nn1 | -18% | i | 8% | ? | -1 | -15% | -6% | 4% | 12%
O=C(CCc1ccccc1Cl)Nc1cc(S(=O)(=O)N2CCOCC2)ccc1N1CCCC1 | -10% | i | -104%[inhibitor] | -10% | -13 | -8% | 1% | 0% | 3%
COc1ccc(NC(=O)C(C)n2nnc3sc(-c4ccccc4)cc3c2=O)cc1Cl (centres undefined) | nt | ? | nt | 15% | nt | nt | nt | 5% | -22%
CCNC(=O)CC(=O)Nc1ccccc1C(=O)O | -1% | i | -5% | 30% | 9 | -4% | -2% | -7% | 9%
Cc1cc(CN2CCN(c3ccccc3F)CC2)cs1 | nt | i | nt | -3% | nt | nt | nt | -5% | -1%

Among those listed so far, 2 contain bromine.
SMILES | HT1080NT lethal | S2 tox | SW480 rereplic | KB-V1 cytotox | IL1B secr inh | HT1080 IDH1KD tx | MCF10A rerep | ATXN2 expr inh | KB-3-1 cytotox
COCc1nnc(NS(=O)(=O)c2ccc(Br)cc2)s1 | 9% | i | -5% | 6% | 36 | 3% | -14% | 0% | -2%
COc1cccc(-c2ncc3ccccc3c2COC(=O)c2cccc(Br)c2)c1 | -16% | i | -3% | -8% | -15 | -5% | ? | -20% | -25%
